Screening data (PubChem BioAssay)
Growth percent in the NCI-60 one-dose screen (48 h, 10 µM unless noted): 100 = growth as untreated, 0 = no growth, -100 = all killed.
SNB-19: SNB-19 CNS cancer cells; 2.5% of 81,000 active
CAKI-1: CAKI-1 renal cancer | 4.7% of 75,000 active | AID 1794772
RXF 393: RXF 393 renal cancer cells | 6.9% of 77,000 active
SF-268: SF-268 CNS cancer cells; 3.1% of 82,000 active; AID 1794759
SF-539: SF-539 CNS cancer | 6.8% of 81,000 active
A498: A498 renal cancer cells; 5.4% of 76,000 active
ACHN: ACHN renal cancer | 4.9% of 81,000 active
SNB-75: SNB-75 CNS cancer. 5% of 79,000 active. AID 1794750
* = called active by the depositor; . = not tested or not shown; & = joins results of further samples. How the source made its calls: active means growth percent below 10; inactive means the rest. The order is random (roughly 12% active in at least one column).

SMILES	SNB-19	CAKI-1	RXF 393	SF-268	SF-539	A498	ACHN	SNB-75
COc1ccc(/C=C(/c2ccccc2)[N+](=O)[O-])c(OC)c1	-9.7*	-26*	-68*	14	-49*	51	-72*	53
Cc1ccc(S(=O)(=O)/N=C2/Cc3ccccc3N2C)cc1	104	.	122	94	101	108	100	93
Nc1nn2cc(-c3ccc(Cl)s3)nc2c2ccccc12	93	75	133	94	82	60	80	82
O=C(CN(c1ccc(F)cc1)S(=O)(=O)c1ccc(Cl)cc1)Nc1ccc(S(=O)(=O)Nc2ccccn2)cc1	106	.	105	89	88	88	96	80
CCCCCCCCCCCCCCCn1nnnc1N	.	92	98	106	102	106	105	86
C=C(C)[C@@H]1CC[C@]2(C(N)=O)CC[C@]3(C)[C@H](CC[C@@H]4[C@@]5(C)CCC(=O)C(C)(C)[C@@H]5CC[C@]43C)[C@@H]12	73	62	85	77	86	.	81	97
CC1(CO)CSC(Nc2ccc(Cl)c(Cl)c2)=N1 (centres undefined)	88	86	107	96	100	82	95	86
COc1ccc(C)c2sc(N(Cc3cccnc3)C(=O)c3ccc(C#N)cc3)nc12	12	-33*	-31*	11	-26*	2.6*	5.9*	15
COc1ccc(C2c3[nH]c4ccc(Cl)cc4c3CCN2c2oc(CO)nc2C#N)cc1 (centres undefined)	52	37	63	54	40	69	45	47
O=C(C[Si](CC(=O)c1cccc(C(F)(F)F)c1)CC(=O)c1cccc(C(F)(F)F)c1)c1cccc(C(F)(F)F)c1	101	42	102	40	107	60	79	91
CC(=O)Nc1ccc(Cl)cc1NC(C)=O	101	104	102	103	101	74	99	75
Cc1ncc(-c2ccoc2)c(NC2CCCCCC2)n1	105	94	113	99	110	105	100	97
N#CCC(=O)Nc1ncc(Cc2ccccc2Cl)s1	93	68	124	98	94	105	78	90
c1cc(NC2CCCCC2)ccc1CN1CCOCC1	100	114	.	125	104	105	100	77
CNC(=O)c1cc(-n2ccc3cc(NC(=O)c4ccccc4)ccc32)ccn1	86	88	72	89	91	79	96	75
Cn1c(CO)cnc1-c1ccccc1	101	114	132	99	91	121	106	78
Nc1cccc(S(N)(=O)=O)c1	98	110	102	95	100	103	108	97
COc1ccc(C2Nc3nc(-c4ccncc4)nn3C(N)=C2C#N)cc1 (centres undefined)	105	100	111	110	108	.	114	111
Cn1cc(-c2nc(-c3c[nH]c4ncc(Br)cc34)cs2)c2cccnc21	94	43	.	83	90	63	40	53
COc1cc(/C=C/C(=O)O)ccc1OCc1cn(-c2ccc(Cl)cc2)nn1	98	96	110	102	112	.	106	98
O=C1NC(=Nc2ccc(O)cc2)S/C1=C\c1cccs1	32	41	41	50	17	16	30	-13*
O=C(NC(=O)C1CC(=O)N(C(=O)Nc2ccc(Cl)c(Cl)c2)C1)Nc1ccc(Cl)c(Cl)c1 (centres undefined)	92	98	118	97	95	105	106	88
COc1cc(CNC(=O)C[C@H](C)CCC=C(C)C)ccc1OCc1cn(-c2ccc(Cl)c(Cl)c2)nn1	81	64	75	58	5.3*	80	72	47
NC(N)=NC1CCCCC1	104	94	97	-16*	105	98	103	107
C#CC1(OCCOC(=O)NC)CCCCC1	122	97	139	106	114	112	114	98
SMILES	SNB-19	CAKI-1	RXF 393	SF-268	SF-539	A498	ACHN	SNB-75
COc1ccc(C2=Nn3c(nnc3-n3[nH]c(=O)c4ccccc4c3=O)SC2)cc1	99	91	120	102	96	118	106	90
C/C=C/C(=O)NCC(=O)O	110	98	118	107	100	104	104	93
CC(C)CN1C(=O)[C@@]2(Oc3ccccc3[C@H]3CC(c4ccc(Br)cc4)=NN32)c2ccccc21	74	46	88	68	77	117	65	71
COc1cc(C2C(C#N)=C(N)Oc3cc4c(cc32)OCO4)cc2c1OCO2 (centres undefined)	46	61	-12*	40	2.4*	8.7*	35	-9.6*
COc1ccc(-c2ccc(=O)oc2-c2cc(OC)c(OC)c(OC)c2)cc1O	25	-16*	3.4*	5.8*	-19*	-40*	39	39
Ic1ccc(I)cc1	101	96	106	99	95	85	106	86
O=C(Nc1ccc2c(O)cc(S(=O)(=O)O)cc2c1)Nc1ccc2c(O)c(N=Nc3ccc4cc(S(=O)(=O)O)ccc4c3)c(S(=O)(=O)O)cc2c1	116	101	113	112	96	107	94	107
Cc1nn(CO)c(C)c1Br	.	94	97	118	99	99	111	110
COc1ccc(Nc2nc(N)nc(CN3CC(C)CC(C)C3)n2)cc1 (centres undefined)	93	98	106	121	104	86	96	98
O=C(NC1CCc2ccccc21)c1ccccc1 (centres undefined)	103	88	106	104	113	.	112	80
COc1ccc(NC(=O)[C@H](C)N)cc1C(=O)Nc1cccc(C2CC(=O)c3c(cc(OC)c(OC)c3OC)O2)c1 (some centres undefined)	91	82	93	82	89	97	87	89
Cc1ccc(NS(=O)(=O)c2ccccc2)c([N+](=O)[O-])c1	99	92	122	104	97	104	105	90
O=C(/C=C(\Nc1ccccc1)c1ccccc1)c1cn(-c2ccc([N+](=O)[O-])cc2)nn1	98	108	.	98	95	96	95	92
c1ccc(-c2cc3c([nH]2)-c2oncc2CC3)cc1	98	81	116	96	93	138	89	85
C=CCN1C(=O)CS/C1=N/S(=O)(=O)c1ccc(NNc2c3ccccc3nc3ccccc23)cc1	95	.	101	96	100	82	.	98
O=c1ccc(=O)n(-c2nc(O)c(N=Nc3ccc([N+](=O)[O-])cc3)s2)[nH]1	92	86	99	91	99	103	93	88
Fc1ccc(-c2cn3nc(-c4c[nH]c5ccc(Br)cc45)sc3n2)cc1	99	56	111	85	92	98	73	77
CC1=C(C(=O)OCC2CCN(C(=O)OC(C)(C)C)CC2)[C@@H](c2cccc(Br)c2)C2=C(CC(C)(C)CC2=O)N1	48	50	69	57	46	79	41	53
Cc1cc(NCCCNc2ccnc3cc(Cl)ccc23)nc(N2CCN(C)CC2)n1	115	57	.	71	-19*	82	46	77
CCOC(=O)c1cn(CC)c2cc(N(C)CCc3ccc(OC)c(OC)c3)c(F)cc2c1=O	105	103	103	117	114	124	106	97
Nc1nc(N)c2cc(Sc3ccc(Cl)cc3)ccc2n1	40	13	42	31	35	64	23	48
N#Cc1c(-c2cccs2)c(C(N)=O)c(N)n(Cc2nc3ccccc3[nH]2)c1=O	97	80	77	97	105	105	92	75
COc1cc(NC(=O)Nc2cccc(-c3cc(=O)c4c(OC)c(OC)c(OC)cc4o3)c2)cc(OC)c1OC	47	35	15	49	48	19	56	-0.6*
CN(C)c1ccc(C=Nc2n[nH]c(Nc3ccccc3)c2C#N)cc1	100	89	127	87	106	112	104	89
Nc1cc(-c2c[nH]c3ccc(F)cc23)nc2cc(-c3c[nH]c4ccccc34)nn12	-19*	1.6*	37	35	-75*	22	6.9*	66

Complete entries, quoted from the list. Screens in order: SNB-19	CAKI-1	RXF 393	SF-268	SF-539	A498	ACHN	SNB-75
O=C(/C=C(\Nc1ccccc1)c1ccccc1)c1cn(-c2ccc([N+](=O)[O-])cc2)nn1 across the screens: 98	108	.	98	95	96	95	92
O=C(Nc1ccc2c(O)cc(S(=O)(=O)O)cc2c1)Nc1ccc2c(O)c(N=Nc3ccc4cc(S(=O)(=O)O)ccc4c3)c(S(=O)(=O)O)cc2c1 across the screens: 116	101	113	112	96	107	94	107
Cc1ccc(NS(=O)(=O)c2ccccc2)c([N+](=O)[O-])c1 across the screens: 99	92	122	104	97	104	105	90
O=C(NC1CCc2ccccc21)c1ccccc1 (centres undefined) across the screens: 103	88	106	104	113	.	112	80
COc1ccc(NC(=O)[C@H](C)N)cc1C(=O)Nc1cccc(C2CC(=O)c3c(cc(OC)c(OC)c3OC)O2)c1 (some centres undefined) across the screens: 91	82	93	82	89	97	87	89

The list goes on.
SMILES	SNB-19	CAKI-1	RXF 393	SF-268	SF-539	A498	ACHN	SNB-75
COc1ccc(C(=O)Nc2c(Cl)cccc2Cl)cc1OC	.	84	101	95	96	89	99	89
Cc1nnc2n(-c3ccccc3)c(=O)c3cnn(-c4ccccc4)c3n12	108	94	123	99	99	99	99	93
N#C/C(=C\NC(N)=S)c1nc2ccccc2s1	96	92	93	98	110	111	90	79
F[C@@H]1CCO[C@H](c2ccc3ccccc3c2)C1	97	106	100	96	105	100	105	115
CCCCc1c(C)[nH]c2c(OC)cccc2c1=O	70	81	118	85	97	71	44	97
N#Cc1ccc(NC2c3ccccc3CC2O)cc1 (centres undefined)	109	106	90	115	102	115	104	91
COc1cc2ncnc(Nc3cccc(Cl)c3F)c2cc1OC(=O)N1CCN(C)C[C@H]1C	83	43	68	73	84	83	20	71
O=C1/C(=C\c2ccccc2O)Sc2ccc(Cl)cc21	108	84	103	94	101	98	98	78
NC(=O)c1cc2c3ccccc3ccn2c1-c1ccccc1	.	-9.9*	26	22	-20*	34	24	60
CC(=O)O[C@@]1(c2cn(-c3cccc(C(=O)O)c3)nn2)CC[C@H]2[C@@H]3CCC4=CC(=O)CC[C@@H]4[C@H]3CC[C@@]21C	98	96	123	128	92	78	88	72
CC(C)(C)OC(=O)N1Cc2cc3ccccc3nc2C1	97	95	110	104	110	97	109	98
O=C1CCC(C(=O)N/N=C/C(=O)c2ccccc2)N1 (centres undefined)	102	94	102	95	97	105	104	95
Fc1ccccc1-n1c(SCCc2c[nH]c3ccccc23)nnc1-c1ccncc1	93	69	75	98	87	65	89	96
N#CC1=C(N)Oc2c(c(=O)[nH]c3ccc(Cl)cc23)C12C(=O)Nc1ccccc12 (centres undefined)	100	.	92	101	96	109	102	81
Nc1nc2c(ncn2[C@@H]2O[C@H](C(=O)O)[C@@H](O)[C@H]2O)c(=O)[nH]1	102	97	118	101	101	102	103	101
CC(C)NC(=O)c1cc(-c2ccc(NC(=O)Nc3ccc(F)cc3)cc2)nc2cccnc12	100	95	123	109	102	107	103	101
O=C(Cn1c(=O)[nH]c2ccccc2c1=O)NCC(=O)NN=C1CCCCC1	95	89	94	100	96	91	100	91
NCCCCN(C[C@H]1Cc2ccccc2CN1)[C@H]1CCCc2cccnc21	80	90	90	88	101	88	111	106
Cc1occc1C(=O)NN1C(=O)/C(=C/C=C/c2ccc([N+](=O)[O-])o2)SC1=S	13	-60*	-88*	-64*	-99*	95	-100*	-13*
N#Cc1c(-c2cccs2)cc(-c2cnccn2)nc1SCC(=O)c1ccc(Cl)cc1	99	65	65	86	91	43	95	56
C=CCc1cc(OC)ccc1O	96	97	124	97	89	99	92	78
C/C(=N\N=C1/NC(=O)C(CC(=O)O)S1)c1nnn(-c2ccc(Cl)cc2)c1C (centres undefined)	102	91	104	99	103	107	103	98
CN(C=O)c1ccc(N(C)C=O)cc1	113	93	110	101	91	97	99	89
CC1=C(NCCN2CCCC2)C(=O)c2c(OCc3ccc(C(F)(F)F)cc3)cccc2C1=O	95	60	89	77	.	.	93	82
CCCN(CCC)c1nc(C)nc2nc(Cl)[nH]c12	97	103	103	104	104	86	104	93

Three of the compounds above, in CSV form.
SMILES,SNB-19,CAKI-1,RXF 393,SF-268,SF-539,A498,ACHN,SNB-75
Nc1nc2c(ncn2[C@@H]2O[C@H](C(=O)O)[C@@H](O)[C@H]2O)c(=O)[nH]1,102,97,118,101,101,102,103,101
CC(C)NC(=O)c1cc(-c2ccc(NC(=O)Nc3ccc(F)cc3)cc2)nc2cccnc12,100,95,123,109,102,107,103,101
O=C(Cn1c(=O)[nH]c2ccccc2c1=O)NCC(=O)NN=C1CCCCC1,95,89,94,100,96,91,100,91

(list continues)
SMILES	SNB-19	CAKI-1	RXF 393	SF-268	SF-539	A498	ACHN	SNB-75
COC(=O)c1c(C(=O)OC)c(-c2ccc(Cl)c(Cl)c2)n2c1CCC2	91	74	.	99	96	.	96	66
COCCNC(C)=O	104	98	104	101	100	90	110	99
Nc1nnc(-c2ccc(OCc3nnc(-c4ccccc4Cl)o3)cc2)s1	97	104	99	100	103	94	103	105
CSC(=S)O[C@@H]1CC(C)(C)CC2C3=CCC4[C@@]5(C)CCC(=O)C(C)(C)C5CC[C@@]4(C)[C@]3(C)CC[C@]21C(=O)O (some centres undefined)	87	79	81	92	93	76	78	96
C(=C\c1nn2c(-c3ccco3)nnc2s1)/c1ccccc1	88	92	81	104	100	82	103	104
N#CNc1nc(N)cc(=O)[nH]1	116&104	103&100	113&137	108&112	95&96	106&103	105&106	73&111
CC(C)(C)C1CC=CCC1 (centres undefined)	98	94	125	98	103	88	105	92
COc1ccc(-c2cc(-c3nnc(SCC(=O)Nc4ccc(/C(C)=N\O)cc4)n3-c3ccccc3)c3cc(OC)ccc3n2)cc1	78	.	84	71	83	78	73	80
O=C(CCc1c[nH]c2ccccc12)NNC(=O)Cn1nnc(-c2ccccc2)n1	102	88	.	124	111	126	101	100
CCCCCCCCNC(=O)C(C)C	101	99	93	104	97	81	108	91
CS(=O)(=O)Nc1cc(-c2ccc3ncnc(Nc4c(Cl)ccc5c4OCO5)c3c2)cnc1Cl	-4.2*	-30*	-46*	-21*	-37*	-65*	12	-20*
NC(Cc1cccc(F)c1)C(=O)O (centres undefined)	101	100	100	111	120	131	102	112
CCC(=O)Nc1ccc(OCc2nnc(-c3ccc(OC)cc3)o2)c(F)c1	86	100	98	109	94	77	92	93
CCCCCCCCCCCCCCCCCC1OCC(COC(=O)O[C@]2(CC)C(=O)OCc3c2cc2n(c3=O)Cc3cc4ccccc4nc3-2)O1 (some centres undefined)	58	66	89	46	68	89	63	80
Cc1cc(NCCN2CCNCC2)n2c(nc3ccccc32)c1C#N	100	93	100	96	89	.	94	83
O=[N+]([O-])c1ccc2[nH]c(=S)[nH]c(=S)c2c1	105	97	118	95	115	104	99	86
CC(=O)OC1Oc2cc(C)c(C)cc2-c2oc(=O)c(-c3ccccc3)cc21 (centres undefined)	27	25	-35*	37	-37*	-1.6*	34	-1.1*
O=c1c2ccccc2[nH]n1CCCN1CCCCC1	97	100	108	109	103	93	108	109
N#Cc1ccc(Cn2cc(CSc3nc4ccccc4s3)nn2)cc1	98	84	103	92	97	65	96	96

For reference, 2 of the compounds above.
SMILES	SNB-19	CAKI-1	RXF 393	SF-268	SF-539	A498	ACHN	SNB-75
CCCCCCCCCCCCCCCCCC1OCC(COC(=O)O[C@]2(CC)C(=O)OCc3c2cc2n(c3=O)Cc3cc4ccccc4nc3-2)O1 (some centres undefined)	58	66	89	46	68	89	63	80
Cc1cc(NCCN2CCNCC2)n2c(nc3ccccc32)c1C#N	100	93	100	96	89	.	94	83
